Growth percent in the NCI-60 one-dose screen (48 h, 10 µM unless noted): 100 = growth as untreated, 0 = no growth, -100 = all killed.
BT-549: BT-549 breast cancer; hit rate 4.4% among 78,000
HS 578T: HS 578T breast cancer; hit rate 4.1% among 78,000; AID 1794788
UACC-62: UACC-62 melanoma. hit rate 5.4% among 81,000. AID 1794756
MALME-3M: MALME-3M melanoma | AID 1794766 | hit rate 5.8% among 78,000
UACC-257: UACC-257 melanoma | hit rate 4.4% among 78,000
LOX IMVI: LOX IMVI melanoma. hit rate 7.4% among 79,000. AID 1794757
SK-MEL-2: SK-MEL-2 melanoma. hit rate 4.7% among 77,000. AID 1794763
T-47D: T-47D breast cancer; hit rate 5% among 79,000
Starred values were filed as active, the others as inactive; x = no result given; & = joins results of further samples. The calls were made as follows: active = growth percent below 10; inactive = the rest.

SMILES	BT-549	HS 578T	UACC-62	MALME-3M	UACC-257	LOX IMVI	SK-MEL-2	T-47D
Cc1[nH]c(C(=O)Nc2ccc(C(N)=O)cc2N2CCOCC2)c(Cl)c1Cl	90	95	90	102	100	95	110	82
CC1(C)CC(=O)C2=C(C1)N(CCc1ccc(S(N)(=O)=O)cc1)C1=C(C(=O)CC(C)(C)C1)C2c1ccccc1[N+](=O)[O-]	129	99	86	94	102	95	x	101
CN(C)c1nc(NCCNS(=O)(=O)c2ccc(C3=Nc4c(N)nc(N)nc4NC(c4ccc(C(F)(F)F)cc4)C3)cc2)nc(Nc2ccc(F)cc2)n1 (configuration not stated)	19	27	-51*	-37*	43	-78*	-82*	9.2*
CCOc1ccc(C(C)=O)cc1NC(=O)c1cccc(-c2nnn(CC)n2)c1	59	25	x	47	57	49	-5.7*	30
COc1cc(-c2nc3ccccc3[nH]2)ccc1OCC(=O)NNC(=O)NCc1ccccc1	109	95	96	100	99	95	108	97
CC/C(=C(/c1ccc(Cl)cc1)c1ccc(OCCN(CC)CC)cc1)c1ccc(OC)cc1	68	82	73	68	65	42	90	39
N[C@@H]1CONC1=O	110	x	106	119	115	79	125	99
C=CCOC(=O)COc1ccc(OC)cc1	122	100	97	98	104	97	116	103
Clc1ccc(CSc2nnc(-c3ccc(Cl)cc3)n2-c2ccccc2)cc1	59	44	86	86	88	89	86	81
O=C1CSC(c2ccc(Br)cc2)N1n1cnnc1 (configuration not stated)	101	91	82	104	92	99	104	89
CCOC(=O)C(Cc1ccc(O)cc1)NC(=O)c1cc2c(cn1)[nH]c1ccccc12 (configuration not stated)	111	94	88	106	78	78	115	106
N#CSCC(=O)c1ccc2ccccc2c1	107	102	107	133	117	103	110	91
CN1C(=O)N(C)C2C1NN=c1s/c(=C\c3ccco3)c(=O)n12 (configuration not stated)	93	103	94	100	107	101	105	100
CC(C)=CCCC(C)c1ccc(C)c2c1OCN(CC1CCNCC1)C2 (configuration not stated)	56	64	64	94	25	-71*	96	-94*
COc1ccc(-c2cc(=O)c3c(C)cc(O)cc3o2)cc1OC	x	86	80	117	114	83	107	85
Cc1ccc(Nc2cc(C)nc(NCCCNc3ccnc4cc(Cl)ccc34)n2)cc1	-85*	-59*	-93*	-81*	x	-83*	-97*	-73*
CCOC(=O)/C=C/c1ccc(OC(C)=O)cc1	100	101	104	100	94	99	102	101
O=C(Cn1cc(CN2C(=O)c3ccccc3S2(=O)=O)nn1)Nc1ccc(Cl)cn1	109	97	87	105	109	109	100	103
COc1cccc2cc(-c3cc4ccccc4[nH]3)/c(=N\NC(=O)c3ccc(Cl)cc3)oc12	58	77	16	62	17	x	68	13
O=C(Nc1ccc2c(c1)sc(=O)n2Cc1ccc(Br)cc1)c1ccc(Nc2ccc(Cl)nn2)cc1	70	58	65	83	x	84	73	35
COC(=O)/C=C\SC(=S)C1CCCC1=N (configuration not stated)	106	112	104	106	98	100	97	89
O=C1C=CC(=O)c2c1nc1n2CCCC1	95	73	71	-71*	85	49	71	87
O=C(O)c1cn(C2CC2)c2cc(N3CCN(CN4C(=O)c5ccccc5C4=O)CC3)c(F)cc2c1=O	94	100	105	100	98	97	113	x
CN(C)c1ccc(C(=O)C(O)c2ccccc2)cc1 (configuration not stated)	107&128	96&147	98&98	103&118	119	94&114	100	86&99
Brc1ccc(C2CC(c3cccc(Nc4ccncc4)c3)=NN2c2ccccc2)cc1 (configuration not stated)	84	91	99	67	84	53	102	88

Taken from the listing, 13 compounds:
SMILES	BT-549	HS 578T	UACC-62	MALME-3M	UACC-257	LOX IMVI	SK-MEL-2	T-47D
CN1C(=O)N(C)C2C1NN=c1s/c(=C\c3ccco3)c(=O)n12 (configuration not stated)	93	103	94	100	107	101	105	100
CC(C)=CCCC(C)c1ccc(C)c2c1OCN(CC1CCNCC1)C2 (configuration not stated)	56	64	64	94	25	-71*	96	-94*
COc1ccc(-c2cc(=O)c3c(C)cc(O)cc3o2)cc1OC	x	86	80	117	114	83	107	85
Cc1ccc(Nc2cc(C)nc(NCCCNc3ccnc4cc(Cl)ccc34)n2)cc1	-85*	-59*	-93*	-81*	x	-83*	-97*	-73*
CCOC(=O)/C=C/c1ccc(OC(C)=O)cc1	100	101	104	100	94	99	102	101
O=C(Cn1cc(CN2C(=O)c3ccccc3S2(=O)=O)nn1)Nc1ccc(Cl)cn1	109	97	87	105	109	109	100	103
COc1cccc2cc(-c3cc4ccccc4[nH]3)/c(=N\NC(=O)c3ccc(Cl)cc3)oc12	58	77	16	62	17	x	68	13
O=C(Nc1ccc2c(c1)sc(=O)n2Cc1ccc(Br)cc1)c1ccc(Nc2ccc(Cl)nn2)cc1	70	58	65	83	x	84	73	35
COC(=O)/C=C\SC(=S)C1CCCC1=N (configuration not stated)	106	112	104	106	98	100	97	89
O=C1C=CC(=O)c2c1nc1n2CCCC1	95	73	71	-71*	85	49	71	87
O=C(O)c1cn(C2CC2)c2cc(N3CCN(CN4C(=O)c5ccccc5C4=O)CC3)c(F)cc2c1=O	94	100	105	100	98	97	113	x
CN(C)c1ccc(C(=O)C(O)c2ccccc2)cc1 (configuration not stated)	107&128	96&147	98&98	103&118	119	94&114	100	86&99
Brc1ccc(C2CC(c3cccc(Nc4ccncc4)c3)=NN2c2ccccc2)cc1 (configuration not stated)	84	91	99	67	84	53	102	88

(list continues)
SMILES	BT-549	HS 578T	UACC-62	MALME-3M	UACC-257	LOX IMVI	SK-MEL-2	T-47D
O=C(CSc1nc2ccccc2c(=O)n1-c1ccc(Cl)cc1)Nc1ccc(-c2nc3ccc([N+](=O)[O-])cc3[nH]2)cc1	-2.1*	12	37	22	36	-30*	34	6.7*
CC(C)C(C(=O)CCN1CCCCC1)c1ccc(Cl)cc1 (configuration not stated)	96	99	96	103	x	91	101	76
Cc1ccc(S(=O)(=O)OCCCCCCOS(=O)(=O)c2ccc(C)cc2)cc1	94	103	89	81	92	86	91	81
Cc1ccc(Nc2ccc(Nc3ccc(C)cc3S(=O)(=O)O)c3c2C(=O)c2ccccc2C3=O)c(S(=O)(=O)O)c1	103	89	97	101	112	102	101	111
COc1cc2cc(Sc3ccc(NC(=O)c4ccc(Cl)c(Cl)c4)cc3)c(C)nc2cc1OC	82	82	73	119	105	90	91	94
O=C(O)c1cn(C2CC2)c2cc(N3CCN(C(=O)N/N=C/c4ccco4)CC3)c(F)cc2c1=O	97	101	83	99	99	87	102	103
CC1=CC(=O)N(c2cccc3c(N4C(=O)C=C(C)C4=O)cccc23)C1=O	100	110	94	x	82	x	87	30
O=C1CN2CCC1C/C2=C\c1ccnc2c(Cl)cccc12 (configuration not stated)	108	219	91	112	95	96	86	94
COc1ccc(Nc2nc(N)n(Cc3cccc(Br)c3)n2)cc1	-8.5*	-12*	2.3*	-25*	6.7*	-67*	-36*	13
CSc1cc(SC)nc(N)n1	104	132	100	127	95	94	120	97
Cc1nn(-c2ccccc2)c2c1-c1ccccc1CO2	104	93	95	x	99	102	108	98
C=CC(CO)OCC(CC)CC (configuration not stated)	110	113	100	114	131	99	111	92
NC(=O)N/N=C/c1ccc([N+](=O)[O-])s1	101	102	104	93	83	85	100	90
COc1cccc(/C=C2/C[C@]3(C)[C@H]4CC[C@@H]5[C@@H](C(=O)/C=C/c6cccc(OC)c6)CC[C@@]5(C)[C@]4(C)CC[C@H]3C(C)(C)C2=O)c1	97	105	83	96	94	89	101	78
CC1(C)OC(=O)C(=Cc2cccc(Br)c2)C(=O)O1	108	91	101	108	86	101	103	93
Brc1ccc(-c2cn3ccnc3c(-c3ccc4ncn(C5CCCCC5)c4c3)n2)cc1	65	75	53	x	93	69	76	45
CCOC(=O)c1nn(CC(O)c2ccccc2)c(NC(=O)Nc2cccc(F)c2)c1C (configuration not stated)	101	95	81	100	87	98	95	90
Cc1ccc(NC(=O)Cn2cc(CN3CCN(c4ccnc5cc(Cl)ccc45)CC3)nn2)cc1	81	83	78	100	103	82	114	87
Cc1ccc(NC(=O)c2cc(-c3nc4ccccc4s3)c(=O)n(NS(=O)(=O)c3ccc(Cl)cc3)c2N)cc1	115	104	93	112	104	102	103	99
COc1ccc(OC)c(/C=N/N=C/c2cc(OC)ccc2OC)c1	111	106	87	101	102	91	105	x
O=C(Nc1ccc2c(O)c(N=Nc3ccccc3)c(S(=O)(=O)O)cc2c1)c1ccccc1	116	90	97	104	96	99	102	93
C[N+]1(CC[N+]2(C)CCCCC2)CCCCC1	102	105	104	113	106	101	112	107
CC(C)OCC(CCl)OC(=O)Nc1ccccc1 (configuration not stated)	110	114	101	93	102	97	102	100
NC(=S)NNC(=O)c1ccncc1	88	x	101	106	84	93	x	97
CCc1cc2c(cc1C(C)=O)C(C)(C)CCC2(C)C	103	95	99	85	92	96	97	96
SMILES	BT-549	HS 578T	UACC-62	MALME-3M	UACC-257	LOX IMVI	SK-MEL-2	T-47D
COc1ccc(CCNC(=O)C2CCN(c3nc(C(F)(F)F)ccc3C#N)CC2)cc1	86	114	101	98	x	96	x	82
COc1ccc(/C=C/c2nc(Nc3cccc(NC(=O)Nc4ccc(Cl)cc4)c3)c3ccccc3n2)cc1	112	101	91	92	104	95	100	95
O=C(Cc1csc2[n+]1C(=O)/C(=C/c1ccc(Cl)cc1)S2)Nc1ccccc1	92	106	81	88	108	87	103	83
Cc1cc(C)c(CCCC(=O)c2c(C)cc(C)cc2C)c(C)c1	107	98	99	94	97	101	112	95
CCc1c2c(nc3ccc(OCc4ccc(B5OC(C)(C)C(C)(C)O5)cc4)cc13)-c1cc3c(c(=O)n1C2)COC(=O)[C@]3(O)CC	29	38	-41*	-6.1*	-9.2*	-55*	20	0.8*
CCC(C)Cn1cnc2c(SCc3ccccc3F)nc(N)nc21 (configuration not stated)	99	106	80	102	104	87	113	85
O=C1NC(=S)S/C1=C\c1cccs1	94	x	94	66	111	107	104	87
COc1cc(OC)cc(-c2nn(CC(=O)N3CCCC3)c3ncnc(N)c23)c1	99	91	95	96	104	98	102	100
C=CC(C)(C)c1[nH]c2ccccc2c1C[C@@H]1NC(=O)[C@@H]2CCCN2C1=O	102	98	94	100	101	91	116	98
COc1ccc(-c2nc(SCCC(C)C)nc(N/N=C\c3ccccc3O)c2C#N)cc1	100	63	90	90	90	85	103	84
O=C(COc1cccc(/C=C2\CCc3ccccc3C2=O)c1)c1ccc(Cl)cc1	86	92	73	123	98	90	71	98
CC(C)N1CCSc2ssc(=S)c21	103	108	92	80	94	94	89	95
C#CCN(C)CCCOc1ccc(N(C)C(=O)c2cc(C(C)C)c(O)cc2O)cc1Cl	9.4*	26	-18*	-28*	9.3*	-89*	-6.0*	11
CC(=O)NCC(N)=S	101	103	111	98	97	98	114	101
COc1cc2cc(Sc3ccc(NC(=O)c4ccc(N5CCOCC5)c(C(F)(F)F)c4)cc3)c(C)nc2cc1OC	108	100	102	99	107	98	94	102
CCCCCCCCCCCCCCCCNC(=S)N/N=C/c1ccc(N(CC)CC)cc1	117	116	92	106	108	100	137	99
O=C(Cc1ccccc1)NC1=NC(=O)/C(=C\c2cccs2)S1	64	90	94	101	98	105	104	94
Cc1ccc(NCCCN2CCN(CCCNc3ccc(C)c4sc5ccccc5c(=O)c34)CC2)c2c(=O)c3ccccc3sc12	106	107	92	105	98	104	108	96
N=c1c2c(=O)n3c(nc2nc2sc4ccc(Cl)cc4n12)-c1ccccc1Sc1ccccc1-3	1.6*	35	-26*	x	30	24	7.8*	2.0*
O=C1NC(=O)c2cc([N+](=O)[O-])cc3cccc1c23	96	106	87	107	77	82	107	96
O=C(NCCBr)Nc1ccccc1	86	104	105	103	101	94	101	92
O=C(Nc1ccccc1F)Nc1nccnc1OCc1cccc(F)c1	89	80	88	84	101	x	102	x
COc1cccc(-c2nc3sccn3c2-c2ccnc(NCCCNS(=O)(=O)c3c(Cl)cccc3Cl)c2)c1	43	76	26	73	95	54	68	5.3*
CCCCCCCCNC(C)(C)COC(=O)c1ccc(N)cc1	98	100	105	101	82	92	93	93
O=C(CNc1ccc(O)cc1)Cn1cc(COc2ccc(C=Nc3cnc4ccccc4c3)cc2)nn1	113	97	96	103	103	x	112	105
SMILES	BT-549	HS 578T	UACC-62	MALME-3M	UACC-257	LOX IMVI	SK-MEL-2	T-47D
C=CS(C=C)=NS(=O)(=O)c1ccc(C)cc1	66	75	60	74	39	42	59	68
O=C(Cc1ccccc1Nc1c(Cl)cccc1Cl)Nn1c(O)c(C2=c3cc(Br)cc(Br)c3=NC2=O)sc1=S	101	110	96	102	93	99	96	92
Oc1ccc2ncccc2c1	x	96	x	104	x	96	107	88
CC(=O)OCCn1c2nc(=O)[nH]c(=O)c-2nc2cc(C)c(C)cc21	105&103	120&124&106	107&101	113&104&115	104&127&96	93&98&98	96&111&109	92&112&92
N#Cc1cccc(C(Br)S(=O)(=O)c2ccccc2)c1 (configuration not stated)	121	101	96	92	85	91	109	100
NS(=O)(=O)c1ccc(Nc2nc(NNC(=O)CBr)nc(Nc3ccccc3)n2)cc1	106	95	93	98	101	97	98	98
C=CC(=O)N[C@@H](Cc1ccc(-c2cc(Cl)cc(Cl)c2)cc1)[C@@H](O)[C@H](O)C(=O)O	92	93	89	97	x	98	97	96
CCOCCN(Cc1ccc(CN(CCOCC)C(=O)C(Cl)Cl)cc1)C(=O)C(Cl)Cl	108	78	80	102	84	93	70	92
C=CCOC(=O)Cc1cccc2ccccc12	117	98	105	101	88	96	96	94
O=C(c1ccc(O)c(Br)c1)N1Cc2ccccc2C1	103	100	95	90	95	95	85	97
NCCC[C@H](N)C(=O)O	89	94	106	82	104	86	99	94
CCOC(=O)c1noc2c1CCc1cn(Cc3ccc(OC)c(OC)c3)cc1-2	99	109	94	99	88	95	96	86
Cc1ccc2nc(-c3c(-c4ccc(S(C)(=O)=O)cc4)nc4ccccn34)[nH]c2c1	115	93	90	91	104	104	102	90
CCOC(=O)c1c(/N=C2\SC(=O)/C(=C\C(=O)OC)N2c2ccccc2)sc2c1CCN(C(=O)OCC)C2	79	76	82	80	103	80	92	29
Oc1c(I)cc(-c2nc3ccccc3s2)cc1CN(Cc1ccccn1)Cc1ccccn1	22	47	10	12	0.4*	3.1*	15	17
CCOC(=O)C(C#N)C(C#N)c1ccccc1 (configuration not stated)	86	103	101	89	80	97	89	x
